RmlCD inh mix: RmlC and RmlD coupled enzyme inhibitors, primary screen, biochemical, 384-well, compound mixtures, retest; RmlC/RmlD coupled enzyme inhibition, 384-well mixture HTS; inhibition, % at 5.5 µM; hit rate 0.39% among 110,000; AID 1532, 2009; in the data active = inhibition above about 30%, passing the limit was not always enough; inconclusive = no clear call, values can overlap the other calls; note: strong numbers were not always called active
HIV RNase H inh: HIV-1 RT RNase H inhibitors, primary screen, biochemical, fluorescence; hit rate 1.9% among 65,000; RT-RNase H RNA/DNA duplex cleavage; AID 565, 2006; Gag-Pol polyprotein (Human immunodeficiency virus type 1 group M subtype B (isolate …; inhibition, % at 10 µM; in the data active = inhibition above about 50%
An asterisk follows results filed as active. A portion of the library; rates above refer to the full screens.

What do the screens show for `Cn1c(Br)nc2c1c(=O)n(CC(O)COc1ccccc1)c(=O)n2C` (configuration not stated)?
RmlCD inh mix: 0; HIV RNase H inh: -1

Results for COc1cc(OC)c(OC)cc1CNCCNC(=O)c1nonc1N ?
RmlCD inh mix: -4; HIV RNase H inh: -6

What do the screens show for `CCC(C)NC(=O)C1CCN(S(=O)(=O)c2cccs2)CC1` (configuration not stated)?
RmlCD inh mix: 10

How did Cc1ccc2c(c1)CCCN2C(=O)c1cccs1 do in these assays?
RmlCD inh mix: 13; HIV RNase H inh: -77

How did COc1cc(/C=N/N2C(=O)CSC2=S)ccc1O do in these assays?
RmlCD inh mix: -9

How did COc1ccc(NC(=O)CSc2nc3sc(C)c(C)c3c(=O)n2Cc2ccco2)cc1 do in these assays?
RmlCD inh mix: 6; HIV RNase H inh: -15

Results for COc1ccc(CCC(=O)Nc2ccc(N3CCOCC3)cc2)cc1 ?
RmlCD inh mix: 1

How did Cc1nc2ccccn2c1-c1csc(NCc2ccco2)n1 do in these assays?
RmlCD inh mix: 7; HIV RNase H inh: 16

What do the screens show for `COc1ccc(-c2cnc(N)nc2-c2ccc(OC)cc2O)cc1`?
RmlCD inh mix: 7; HIV RNase H inh: 9

What do the screens show for `CCOC(=O)N1CCN(C(=O)c2ccc3c(c2)N(Cc2ccc(C)cc2)CCS3)CC1`?
RmlCD inh mix: -38

How did CC(O)CNC(=O)C1CCN(Cc2ccc(OCc3ccccc3)cc2)CC1 (configuration not stated) do in these assays?
RmlCD inh mix: 6; HIV RNase H inh: -4

What do the screens show for `Cc1ccc(-c2cc(C(F)F)n3ncc(C(=O)N4CCCc5ccccc54)c3n2)cc1`?
RmlCD inh mix: 14

Results for Cc1ccc2cc(CN(CCCN3CCOCC3)C(=O)NC3CCCCC3)c(=O)[nH]c2c1C ?
RmlCD inh mix: -7; HIV RNase H inh: -9

How did O=C(/C=N/O)NCc1cccnc1 do in these assays?
RmlCD inh mix: -26; HIV RNase H inh: -2

Results for CCCCCCn1c(CN2CCC(C)CC2)nc2c1c(=O)n(C)c(=O)n2C ?
RmlCD inh mix: 6; HIV RNase H inh: -12

Results for COc1cc(Cl)c(S(=O)(=O)N2CCOCC2)cc1Cl ?
RmlCD inh mix: -8; HIV RNase H inh: -14

Results for Cc1ccc2c(c1)NCC(C(=O)NCc1ccccc1)O2 (configuration not stated) ?
HIV RNase H inh: -10

How did O=C(CSc1ncc(-c2ccccc2)n1CC1CCCO1)N1CCCCC1 (configuration not stated) do in these assays?
RmlCD inh mix: 7; HIV RNase H inh: -7

How did COc1ccccc1-c1nc(-c2ccccn2)no1 do in these assays?
RmlCD inh mix: 6; HIV RNase H inh: -15

What do the screens show for `CC1CN(c2nn3c(=O)c4ccccc4nc3c3ccccc23)CC(C)O1` (configuration not stated)?
RmlCD inh mix: 6; HIV RNase H inh: -38

Grouped by structure, the entries above containing an aryl thioether with sulfur outside any ring (2)
How did COc1ccc(NC(=O)CSc2nc3sc(C)c(C)c3c(=O)n2Cc2ccco2)cc1 do in these assays?
RmlCD inh mix: 6; HIV RNase H inh: -15

How did O=C(CSc1ncc(-c2ccccc2)n1CC1CCCO1)N1CCCCC1 (configuration not stated) do in these assays?
RmlCD inh mix: 7; HIV RNase H inh: -7

3 records drawn at random from those above, as already listed:
Results for Cc1ccc2cc(CN(CCCN3CCOCC3)C(=O)NC3CCCCC3)c(=O)[nH]c2c1C ?
RmlCD inh mix: -7; HIV RNase H inh: -9

Results for CCCCCCn1c(CN2CCC(C)CC2)nc2c1c(=O)n(C)c(=O)n2C ?
RmlCD inh mix: 6; HIV RNase H inh: -12

What do the screens show for `Cc1ccc(-c2cc(C(F)F)n3ncc(C(=O)N4CCCc5ccccc54)c3n2)cc1`?
RmlCD inh mix: 14

(next part)
How did N#Cc1c2n(cnc1=O)CCCCC2 do in these assays?
RmlCD inh mix: -13; HIV RNase H inh: -8

How did O=S(=O)(/C=C/c1ccccc1)Nc1ccc(N2CCOCC2)cc1 do in these assays?
RmlCD inh mix: 2; HIV RNase H inh: 1

What do the screens show for `Cc1nnc(SCCC(=O)Nc2ccc(F)cc2)s1`?
RmlCD inh mix: 4

Results for COc1cc(OC)cc(C(=O)NN2CCCCC2)c1 ?
RmlCD inh mix: 7

How did CC(=O)NC1=NN(C(C)=O)C(C)(c2ccc(Cl)s2)S1 (configuration not stated) do in these assays?
RmlCD inh mix: 6

How did COc1ccc(Cn2ccc(=O)c(Cc3c(Cl)cccc3Cl)c2C)cc1 do in these assays?
RmlCD inh mix: 32

Results for COc1ccc(C2=Nn3c(nnc3-c3ccc(OC)cc3)SC2)cc1 ?
RmlCD inh mix: -5; HIV RNase H inh: -13

Results for C=CCn1c2ccccc2c2nnc(SC(CC)C(=O)Nc3sc4c(c3C#N)CCCC4)nc21 (configuration not stated) ?
RmlCD inh mix: 19

What do the screens show for `CC(=O)N1c2ccccc2NC2=C(C(=O)CCC2)C1c1ccc(F)cc1` (configuration not stated)?
RmlCD inh mix: 6; HIV RNase H inh: -1

What do the screens show for `CC1=C(C(=O)Nc2ccccc2)C(c2cccnc2)n2nc(-c3cccnc3)nc2N1` (configuration not stated)?
RmlCD inh mix: -4; HIV RNase H inh: -23

Brought forward from above: 7 entries, then new ones.
Results for COc1cc(OC)cc(C(=O)NN2CCCCC2)c1 ?
RmlCD inh mix: 7

How did CC(=O)NC1=NN(C(C)=O)C(C)(c2ccc(Cl)s2)S1 (configuration not stated) do in these assays?
RmlCD inh mix: 6

How did COc1ccc(Cn2ccc(=O)c(Cc3c(Cl)cccc3Cl)c2C)cc1 do in these assays?
RmlCD inh mix: 32

Results for COc1ccc(C2=Nn3c(nnc3-c3ccc(OC)cc3)SC2)cc1 ?
RmlCD inh mix: -5; HIV RNase H inh: -13

Results for C=CCn1c2ccccc2c2nnc(SC(CC)C(=O)Nc3sc4c(c3C#N)CCCC4)nc21 (configuration not stated) ?
RmlCD inh mix: 19

What do the screens show for `CC(=O)N1c2ccccc2NC2=C(C(=O)CCC2)C1c1ccc(F)cc1` (configuration not stated)?
RmlCD inh mix: 6; HIV RNase H inh: -1

What do the screens show for `CC1=C(C(=O)Nc2ccccc2)C(c2cccnc2)n2nc(-c3cccnc3)nc2N1` (configuration not stated)?
RmlCD inh mix: -4; HIV RNase H inh: -23

How did COC(=O)Oc1cncc(C(=O)O)c1 do in these assays?
RmlCD inh mix: -6

What do the screens show for `COc1ccc(N(CC(=O)Nc2cc(C)ccc2C)S(=O)(=O)c2c(C)nn(C)c2C)cc1`?
HIV RNase H inh: -10

How did O=C1CNC(=O)/C1=C/c1ccc(O)cc1 do in these assays?
RmlCD inh mix: -6

Results for O=S(=O)(c1ccccc1)N1CCSC1c1ccco1 (configuration not stated) ?
RmlCD inh mix: 10; HIV RNase H inh: -51

How did Cc1ccc(OC(=O)CCC(=O)N2CCc3ccccc32)cc1 do in these assays?
RmlCD inh mix: 8; HIV RNase H inh: -1

Results for COc1cc(SC)ccc1C(=O)NCc1ccc(C)cc1 ?
RmlCD inh mix: -6

How did O=C(CN1C(=O)C2C3C=CC(C3)C2C1=O)N1CC=C(c2ccccc2)CC1 (configuration not stated) do in these assays?
RmlCD inh mix: 6; HIV RNase H inh: -56

How did Cc1cc(C(=O)C(=O)N(C)C)c(C)n1-c1ccc([N+](=O)[O-])cc1 do in these assays?
RmlCD inh mix: 12

How did Cc1c(N(C)C(=O)c2ccco2)c(=O)n(-c2ccccc2)n1C do in these assays?
RmlCD inh mix: -8; HIV RNase H inh: -1

Results for COC(=O)c1c(NC(=O)c2nn(C)cc2Cl)sc2c1CCCC2 ?
RmlCD inh mix: inactive; HIV RNase H inh: -3

Results for C=CCNC(=O)c1scc2c1CCCC2 ?
RmlCD inh mix: 4; HIV RNase H inh: -12

What do the screens show for `N=c1cc(C2(O)CCCCC2)n2c(nc3ccccc32)s1`?
RmlCD inh mix: -27; HIV RNase H inh: -13

Results for CCO[C@H]1OC(C(=O)N2CCN(Cc3ccc4c(c3)OCO4)CC2)=C[C@@H](c2ccc(Br)cc2)[C@@H]1CCCO ?
RmlCD inh mix: 7

How did Cc1ccc(NC(=O)Nc2cccs2)c(Cl)c1 do in these assays?
RmlCD inh mix: 3

What do the screens show for `CCN(CC)C(=O)CCc1nc2sc3c(c2c(=O)[nH]1)CCCC3`?
RmlCD inh mix: 9

How did O=C(Nc1cccc(Cl)c1)N1CCN(C/C=C/c2ccccc2)CC1 do in these assays?
RmlCD inh mix: -6; HIV RNase H inh: -7

How did O=P(C(c1ccc2c(c1)OCO2)N1CCOCC1)(N1CCOCC1)N1CCOCC1 (configuration not stated) do in these assays?
RmlCD inh mix: -4; HIV RNase H inh: 0

What do the screens show for `Cc1ccccc1NC(=O)NCc1ccco1`?
RmlCD inh mix: 3; HIV RNase H inh: 1

How did Nc1nc(CN2CCc3ccccc3C2)nc(Nc2ccccc2)n1 do in these assays?
RmlCD inh mix: 11; HIV RNase H inh: -8

What do the screens show for `COc1ccc2nc(COC(=O)c3ccco3)c(C(C)=O)[n+]([O-])c2c1`?
RmlCD inh mix: 15; HIV RNase H inh: 10

The last two compounds of the part above lead into the next.
How did Nc1nc(CN2CCc3ccccc3C2)nc(Nc2ccccc2)n1 do in these assays?
RmlCD inh mix: 11; HIV RNase H inh: -8

What do the screens show for `COc1ccc2nc(COC(=O)c3ccco3)c(C(C)=O)[n+]([O-])c2c1`?
RmlCD inh mix: 15; HIV RNase H inh: 10

Results for CC1(C)C2([N+](=O)[O-])CNCC1([N+](=O)[O-])CNC2 ?
RmlCD inh mix: 9

Results for CCOC(=O)c1sc(/N=C/Nc2nc(C)c(C(=O)OCC)s2)nc1C ?
HIV RNase H inh: 66*

How did C#CCOCCOCCOCCNc1nc(N2CCN(C(=O)[C@H]([C@@H](C)CC)n3cc([C@@H](N)CO)nn3)CC2)nc(N2CCN(C(=O)[C@H]([C@@H](C)CC)n3cc([C@@H](N)Cc4ccc(O)cc4)nn3)CC2)n1 do in these assays?
RmlCD inh mix: -11

What do the screens show for `COc1ccc2cc(C(c3nnnn3C3CCCC3)N3CCCCCC3)c3nnnn3c2c1` (configuration not stated)?
RmlCD inh mix: -15

Results for CC(C)(C)C(=O)CSc1nc2ncc(Br)cc2[nH]1 ?
RmlCD inh mix: -6; HIV RNase H inh: -16

Results for COc1ccccc1CNc1nc2nc(C)c(Cl)c(=O)n2[nH]1 ?
RmlCD inh mix: -8; HIV RNase H inh: -13

What do the screens show for `Cc1nnc(SCC(=O)N2CCc3ccccc32)s1`?
RmlCD inh mix: -6; HIV RNase H inh: -17

Results for COc1ccccc1N1CCN(S(=O)(=O)CC23CCC(CC2=O)C3(C)C)CC1 (configuration not stated) ?
RmlCD inh mix: -2; HIV RNase H inh: -5

How did Cc1n[nH]c(C)c1Cc1ccc(C(=O)O)cc1 do in these assays?
RmlCD inh mix: -8; HIV RNase H inh: -3

What do the screens show for `Cc1ccc(NC(=O)CSc2nc(O)cc(=O)n2C)cc1`?
RmlCD inh mix: -7

What do the screens show for `O=C(CSC1=NC(=O)C(Cc2ccccc2)C(=O)N1)Nc1ncccn1` (configuration not stated)?
RmlCD inh mix: 19; HIV RNase H inh: -8

What do the screens show for `Cn1cnnc1SCC(=O)OCN1C(=O)c2ccccc2C1=O`?
RmlCD inh mix: -7; HIV RNase H inh: -35

Results for N#CC(C(=O)NC1CCCCC1)c1nc2ccccc2nc1N1CCN(c2ccc(F)cc2)CC1 (configuration not stated) ?
RmlCD inh mix: 11; HIV RNase H inh: 21

Results for COc1ccc(C)cc1-n1nnnc1SCc1cn2ccsc2n1 ?
RmlCD inh mix: -9; HIV RNase H inh: -45

Results for CCOC(=O)C1=C(c2ccccc2)N2CCS(=O)(=O)N=C2S1 ?
RmlCD inh mix: 9; HIV RNase H inh: -3

What do the screens show for `O=C(NCc1ccco1)c1cc(C(=O)C2CCCCC2)c[nH]1`?
RmlCD inh mix: -5

What do the screens show for `CCc1ccccc1NC(=O)COC(=O)C1CC(=O)N(c2ccc(F)cc2)C1` (configuration not stated)?
RmlCD inh mix: 5; HIV RNase H inh: -3

Results for CC(C)CC(c1nnnn1Cc1ccccc1)N1CCC(C(N)=O)CC1 (configuration not stated) ?
RmlCD inh mix: 0

How did COCCNC(=O)COc1ccccc1Cl do in these assays?
RmlCD inh mix: -6; HIV RNase H inh: 1

What do the screens show for `COc1ccc(-c2ccc(CCC(=O)O)n2C(C)C)cc1`?
RmlCD inh mix: -8; HIV RNase H inh: 4

How did CCOC(=O)C1CCN(C(C)C(=O)c2c(C)[nH]c3cc(C)ccc23)CC1 (configuration not stated) do in these assays?
RmlCD inh mix: 22; HIV RNase H inh: -3

What do the screens show for `CNc1nc(Oc2ccc(=O)n(C)n2)nc(N2CCOCC2)n1`?
RmlCD inh mix: -9

Results for Cc1cc(=O)n2c3ccccc3n(CC(O)CN3CCCC3)c2c1C#N (configuration not stated) ?
RmlCD inh mix: 7

How did CCOC(=O)c1[nH]c2ccc(F)cc2c1NC(=O)CN1CCc2cc(OC)c(OC)cc2C1 do in these assays?
HIV RNase H inh: 3

What do the screens show for `Cc1cc(C)c(NC(=O)CS(=O)CC(=O)N2CCN(c3ccccc3)CC2)c(C)c1` (configuration not stated)?
RmlCD inh mix: -12; HIV RNase H inh: -5

Results for Clc1ccc2c(c1)C(c1ccccc1Cl)=NCc1nncn1-2 ?
RmlCD inh mix: 18

How did COC(=O)c1ccc(CSc2ccccc2C)o1 do in these assays?
RmlCD inh mix: 5; HIV RNase H inh: -54

Results for CNCC(O)COc1ccccc1 (configuration not stated) ?
RmlCD inh mix: -12

How did CC(C)(O)[C@@H]1Cc2c(ccc3ccc(=O)oc23)O1 do in these assays?
RmlCD inh mix: inconclusive

Results for CCOC(=O)c1cc2c(=O)n3ccccc3nc2n(Cc2ccccc2Cl)c1=N ?
HIV RNase H inh: -6

What do the screens show for `CO/N=C/NC(=O)C1=NOC(CNc2ncc(C(F)(F)F)cc2Cl)C1` (configuration not stated)?
RmlCD inh mix: 10

What do the screens show for `Cc1ncoc1C(=O)Nc1cccc(Cl)c1`?
RmlCD inh mix: -1; HIV RNase H inh: 5
